NPY-Y2 PAM-ag: NPY-Y2 potentiators or agonists, primary screen, cell-based | Neuropeptide Y receptor type 2 (Homo sapiens), P49146 | cells expressing NPY-Y2, potentiator/agonist read-out | activation, % at 3.6 µM | actives 0.45% (n = 220,000); in the data active = activation above about 27%;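 also: cells stimulated with NPY near EC25 plus isoproterenol at EC100; 0% = vehicle plus submaximal agonist and 100% = vehicle plus saturating agonist; some results beyond the cut were filed as inactive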
TRPN1 ag: zebrafish TRPN1 channel agonists, primary screen, cell-based, HEK293, calcium fluorescence | HEK293 zebrafish TRPN1-YFP, Fluo-8 calcium fluorescence; 100% = response to 87 µM carbachol | actives 0.18% (n = 220,000) | activation, % at 3 µM;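 active = activation above its plate's cutoff, the mean activation of test wells on that plate plus 3 SD, cut at about 19% in these data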;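 also: 0% = DMSO alone and 100% = 87 µM carbachol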
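Assay system: Zebrafish TRPN1-YFP in HEK293 cells | Incubation: Dye loading 1 h at 37 °C, then 30 min room temperature | Measured by: Kinetic Fluo-8 fluorescence, ex 470-495, em 515-575 nm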
S1P4 antagonist: S1P4 receptor antagonists, primary screen, cell-based; Sphingosine 1-phosphate receptor 4 (Homo sapiens), O95977; S1P4-expressing cells, antagonist mode, reporter read-out; inhibition, % at 4.98 µM; actives 0.26% (n = 220,000); in the data active = inhibition above about 29%;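 also: 0% = wells stimulated with agonist and 100% = vehicle wells without agonist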
NPY-Y1 PAM-ag: NPY-Y1 receptor potentiators or agonists, primary screen, cell-based; activation, % at 3.6 µM; NPY-Y1 expressing cells, potentiator/agonist activation; actives 0.37% (n = 220,000); Neuropeptide Y receptor type 1 (Homo sapiens), P25929; in the data active = activation above about 33%, passing the limit was not always enough;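 also: cells stimulated with NPY at EC10 then isoproterenol at EC100; 0% = low agonist plus stimulus and 100% = saturating agonist plus stimulus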
Target sequence (P25929 whole entry, looked up): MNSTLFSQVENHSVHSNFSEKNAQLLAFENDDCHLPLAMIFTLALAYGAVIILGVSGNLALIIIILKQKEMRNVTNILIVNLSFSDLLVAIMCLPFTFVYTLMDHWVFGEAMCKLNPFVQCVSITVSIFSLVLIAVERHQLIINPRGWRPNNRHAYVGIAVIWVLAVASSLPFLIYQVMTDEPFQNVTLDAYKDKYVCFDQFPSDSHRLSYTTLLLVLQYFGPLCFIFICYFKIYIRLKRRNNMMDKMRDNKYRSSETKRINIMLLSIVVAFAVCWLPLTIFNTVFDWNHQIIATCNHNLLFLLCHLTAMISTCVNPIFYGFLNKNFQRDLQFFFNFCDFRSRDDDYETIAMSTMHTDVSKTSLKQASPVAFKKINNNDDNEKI
NPY-Y1 antag: NPY-Y1 receptor antagonists, primary screen, cell-based; Neuropeptide Y receptor type 1 (Homo sapiens), P25929; HEK293-CNG Y1 cells, membrane potential fluorescence; NPY at EC95, then isoproterenol; inhibition, % at 3.6 µM; actives 1% (n = 200,000); AID 1040, 2008;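 active = inhibition above the campaign mean inhibition of all tested compounds plus 3 SD, cut at about 20% in these data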;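 also: 0% = DMSO wells given NPY plus isoproterenol and 100% = isoproterenol alone without NPY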
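material = HEK293 cells with Y1 receptor plus CNG channel | also added = NPY 25 nM then isoproterenol 1 µM plus Ro 20-1724 25 µM | schedule = dye 3 h, compound 60 min room temperature, stimulation 45 min | measured by = membrane potential fluorescence | benchmarks = high control isoproterenol alone, low control NPY with isoproterenol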
EP2 mod: EP2 receptor modulators, cAMP readout, primary screen, cell-based, HTRF cAMP, PGE2 stimulation | EP2-expressing cells, cAMP HTRF FRET, PGE2 co-stimulation | actives 0.83% (n = 260,000) | Prostaglandin E2 receptor EP2 subtype (Homo sapiens), P43116 | induction, % at 25 µM;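 active = compounds whose cAMP rise, as percent of the full-agonist control response, exceeds 60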;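 also: rat C6 glioma line stably carrying human EP2 under a CMV promoter; the protocol text gives 20 µM as final concentration; 100% = response of wells given 1 µM PGE2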
Target sequence (P43116 whole entry, looked up): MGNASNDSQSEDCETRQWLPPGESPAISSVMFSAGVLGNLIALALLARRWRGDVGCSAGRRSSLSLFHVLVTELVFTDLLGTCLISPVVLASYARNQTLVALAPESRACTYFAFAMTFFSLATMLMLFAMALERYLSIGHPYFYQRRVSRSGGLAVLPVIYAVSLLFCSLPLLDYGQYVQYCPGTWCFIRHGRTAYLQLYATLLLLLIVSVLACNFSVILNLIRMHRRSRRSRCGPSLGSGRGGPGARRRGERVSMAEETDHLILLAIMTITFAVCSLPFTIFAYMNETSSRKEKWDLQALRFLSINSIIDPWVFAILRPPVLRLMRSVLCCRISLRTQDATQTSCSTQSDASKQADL
TRPML3 ag: human TRPML3 channel agonists, primary screen, cell-based, HEK293 TRPML3-YFP, Fluo-8 calcium fluorescence, 3 µM. Mucolipin-3 (Homo sapiens), Q8TDD5. actives 0.29% (n = 220,000). activation, % at 3 µM. 100% = the carbachol control signal;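 active = activation above its plate's cutoff, the mean activation of the plate's test wells plus 3 SD, cut at about 12% in these data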;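 also: 0% = DMSO only wells and 100% = carbachol wells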
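system = HEK293 cells stably carrying human TRPML3-YFP | doses = one concentration, 3 µM nominal, 0.3% DMSO | timing = dye loading 1 h 37 °C then 30 min ambient, 125 s read | detection = Fluo-8 calcium dye fluorescence, ex 470-495, em 515-575 nm | benchmarks = high control carbachol 87 µM, low control DMSO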
S1P4 agonist: S1P4 receptor agonists, primary screen, cell-based; Sphingosine 1-phosphate receptor 4 (Homo sapiens), O95977; S1P4-expressing cell line, agonist reporter assay; activation, % at 4.98 µM; actives 0.35% (n = 220,000); AID 1509, 2009; in the data active = activation above about 11%;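 also: 0% = DMSO vehicle and 100% = reference agonist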
CHOP inh: inhibitors of CHOP promoter induction, primary screen, cell-based, unfolded protein response, luciferase reporter; CHO-K1 CHOP-promoter luciferase, tunicamycin-induced, 15-18 h; inhibition, % at 10 µM; actives 3.8% (n = 220,000); AID 2732, 2010;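 active = compounds that reduced the stress-induced luciferase reporter signal by more than about 70% of percent inhibition, limit read from the data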;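 also: 0% = tunicamycin plus vehicle and 100% = wells without tunicamycin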
Starred values were filed as active, the others as inactive; nt = no result given; & = joins results of further samples.

SMILES	NPY-Y2 PAM-ag	TRPN1 ag	S1P4 antagonist	NPY-Y1 PAM-ag	NPY-Y1 antag	EP2 mod	TRPML3 ag	S1P4 agonist	CHOP inh
CCCCc1c(C)c(C#N)c2nc3ccccc3n2c1Nc1c(C)n(C)n(-c2ccccc2)c1=O	5	-2.6	-9	15	4	5	-0.6	-0.1	34
c1cc2c(nn1)CCc1nonc1-2	11	-0.1	0	4	6	40	-0.1	0.6	12
CCOc1ccccc1N1CCN(S(=O)(=O)c2ccc(Cl)s2)CC1	-5	-1.3	-15	-20	4	18	38*	1.0	36
N=c1c2c(-c3ccccc3)c(-c3ccccc3)n(Cc3ccco3)c2ncn1CCCN1CCOCC1	-8	-1.3	-3	-36	56*	-53	0.9	-1.5	9
O=C(COC(=O)c1ccccc1O)NCCC1=CCCCC1	-4	-1.3	5	-34	8	-13	0.1	1.3	-1
COc1ccccc1Oc1nc(C)c(C(C)=O)cc1C#N	5	3.7	-12	5	1	14	2.0	-0.6	14
CCC(C)NC(=O)COC(=O)c1cccnc1Nc1ccccc1F (stereo not drawn)	-8	-2.1	-3	-30	-3	-9	-0.2	-0.2	20
COCCCNC(=O)CCSc1ccc(C)cc1	11	3.2	-14	-21	4	-15	0.3	0.8	47
Cc1cc(C)cc(N2C(=O)CCN(Cc3ccccc3)C2=O)c1	-1	0.6	4	-3	nt	-40	0.6	0.0	1
Cc1c(C(=O)Oc2cccc3cccnc23)oc2ccccc12	-10	2.9	-11	-17	8	-6	0.7	-0.5	48
CCOC(=O)c1c(C)oc2ccc(NS(=O)(=O)c3cccs3)cc12	14	-1.5	-3	-29	2	-36	-0.1	-4.2	52
CCOC(=O)c1ccc(N(C(=O)c2cnccn2)C(C(=O)NC2CCCCC2)c2cn(C)nc2C)cc1 (stereo not drawn)	-15	1.1	-7	-4	3	4	0.4	1.6	-10
Cc1cc2nc(-c3ccncc3)cc(C(F)(F)F)n2n1	-7	0.1	-8	-18	-3	17	0.7	1.2	0
Cc1cc(NC(=O)c2noc3c2CCCC3)n(-c2ccccc2)n1	22	3.3	4	16	1	-1	0.3	-0.9	16
COC(=O)C1=NN(c2ccccc2)C2(S1)SC(C(C)=O)=C(C)N2c1ccccc1 (stereo not drawn)	-4	-0.4	-12	1	2	37	-0.4	1.1	40
CCOc1ccc2[nH]c(=O)c(CN(Cc3nnnn3CCc3ccccc3)CC3CCCO3)cc2c1 (stereo not drawn)	2	-1.6	-16	-1	8	21	-0.3	0.9	54
CN(C)C(=O)NC(O)C(Cl)Cl (stereo not drawn)	-6	-0.2	0	-19	2	6	1.0	1.4	12
N#Cc1ccccc1NC1=CC(=O)CCC1	-15	1.8	-16	0	1	3	0.4	1.6	17
CCOCCOC(=O)c1ccc(-n2cncn2)nc1	11	1.1	7	9	-7	-1	0.5	-2.1	13
O=C(Nc1cccnc1)c1ccc(F)cc1	7	1.2	-10	-16	-2	-17&-19	0.8	-2.4	9
CCc1noc(C)c1C(=O)N1CCCC(C(=O)c2cc(F)ccc2F)C1 (stereo not drawn)	-9	-0.2	-12	-4	5	30	0.1	0.7	-18
O=C(Cn1nc(C(F)(F)F)c2c1CCCC2)NCc1ccco1	-12	-1.2	3	9	-5	8&19	0.0	0.0	0
COc1ccc(/C=N/NC(=O)CCc2nc3ccccc3[nH]2)cc1	0	2.0	-20	-26	8	10	0.3	-1.4	23
CN1CCN(c2nc3c(c(=O)[nH]c(=O)n3C)n2CCSc2nnnn2-c2ccccc2)CC1	-12	0.0	-18	5	nt	4	0.8	0.3	10
O=C(CNc1c(Br)cc(Br)cc1Br)NN=C1CCCCC1	2	1.1	-3	-10	-5	2	0.2	2.7	35
COc1ccc(CC(=O)NC(C)c2nnc(SCCC(=O)Nc3ccccc3)n2C)cc1 (stereo not drawn)	7	1.4	3	3	1	-6	0.0	1.5	14
O=C(CSc1ccc2c(c1)OCCO2)NCc1ccco1	-4	0.3	-9	-14	2	-5	1.0	-0.2	19
O=c1oc2cc(OCc3ccc([N+](=O)[O-])cc3)ccc2c2c1CCCC2	-13	-0.5	-25	-9	0	18	0.9	0.1	77*
COCc1cc(CN2CCCC(C(=O)c3cccc(C(F)(F)F)c3)C2)ccc1OC (stereo not drawn)	-11	0.6	-5	-16	5	-18	1.2	1.1	25
COc1ccc(NC(=O)c2oc3cc(C)c(C)cc3c2C)c(OC)c1	-4	0.0	-17	-3	9	29	0.1	1.4	-10
O=C(c1cccnc1)N1CCN(C(=O)c2ccco2)CC1	-2	0.3	-26	-12	-3	15	0.3	-1.1	-4
CCOC(=O)c1nn(-c2ccccc2)c(=O)c2c(NC(C)=O)scc12	0	0.8	-10	-15	6	-30	0.9	-0.3	44
COc1ccc(CN(C)CC(=O)Nc2sc3c(c2C#N)CCC3)c(OC)c1	-3	-0.8	-5	-15	8	-1	0.7	1.9	-4
CCOc1cnc(-c2ccc(OC)cc2)o1	7	-0.4	1	-9	2	21	-0.4	-0.9	-33
O=C(c1ccccc1Sc1cccc2ccccc12)N1CCOCC1	-10	0.1	-7	-12	3	31	-0.3	1.8	4
Cc1cccc(-n2ncc3c(N)ncnc32)c1	8	-0.8	-7	6	-3	2	0.0	1.4	15
COC(=O)CN1C(=O)C(O)(CC(=O)c2ccc(C)o2)c2ccccc21 (stereo not drawn)	0	-0.2	-20	-6	-1	17	0.7	0.3	-14
CC1CCCN(C(=O)CCS(=O)(=O)Cc2ccccc2)C1 (stereo not drawn)	-2	0.1	-3	0	2	11	0.3	-0.3	-14
Cc1nc(N2CCCCC2C)c2c(C)c(C(=O)Nc3cccc(C(F)(F)F)c3)sc2n1 (stereo not drawn)	-15	-1.2	-2	-24	12	-25	0.1	-0.5	80*
Cc1cc(N2C3CCC2CC(O)(c2ccc(F)cc2)C3)nc(-c2ccccc2)n1 (stereo not drawn)	3	2.2	21	-18	4	-37	1.0	-0.1	72*
CC(=O)Nc1ccc2nc3ccccc3nc2c1	-19	1.0	-12	18	nt	-25	1.1	-0.4	-21
COc1ccc(N2C(N)=NC(N)=NC2(C)C)cc1	-2	1.0	5	8	-2	18	0.6	-0.3	-16
O=C(COC(=O)/C=C/c1ccc([N+](=O)[O-])cc1)NCc1ccco1	-8	-0.1	7	-25	nt	-25	0.4	-0.2	-11
CCc1nnc(NS(=O)(=O)c2ccc(N3C(=O)c4ccccc4C3=O)cc2)s1	-16	1.3	-2	7	6	6	1.3	2.1	-17
N/C(Cc1ccccc1Sc1ccccc1)=N\O	-2	-0.4	0	-11	7	33	0.3	-0.7	32
COc1ccc(NS(=O)(=O)c2ccc(OC)c(NC(=O)CCC3CCCCC3)c2)cc1	1	-0.4	-4	4	3	37	0.2	1.8	63
O=C(C1CCCCN1S(=O)(=O)c1ccccc1)N1CCN(C(c2ccccc2)c2ccccc2)CC1 (stereo not drawn)	-25	0.4	5	-18	2	1	8.6	1.7	-19
N#Cc1nc(Cc2ccccc2)oc1NCc1cccnc1	5	0.2	-19	5	2	-3	0.4	-2.2	-16
C/C(=N\NC(=O)COc1ccccc1-c1ccccc1)c1cccnc1	4	0.3	-10	-4	-2	-6	1.1	-0.1	15
O=C(Cn1nnc(N2CCCCC2)n1)c1ccc(Cl)c(Cl)c1	19	-1.1	5	-2	nt	-13	0.4	-0.1	7
CC(=O)Nc1cc(C(=O)O)ccc1S(=O)(=O)c1ccc(C)cc1	-5	0.1	-11	-4	0	10	0.5	0.6	9
NC(=O)N=Nc1c(O)[nH]c2c(Br)cc(Br)cc12	2	-0.9	-12	11	7	-46	0.9	-1.1	38
Cc1ccc(OCCNC(=O)c2cc(C(=O)NCCOc3ccc(C)cc3)cc([N+](=O)[O-])c2)cc1	14	1.0	-9	11	6	-9	0.7	1.4	44
Nc1c(Cl)ncnc1NCC(O)CO (stereo not drawn)	-2	-0.5	-9	2	nt	18	-0.3	-0.1	-1
NS(=O)(=O)c1cccc(NC(=O)COC(=O)CCSc2ccccc2)c1	-7	0.8	-9	-1	10	-33	0.9	-0.6	16
O=c1c2c(n3cnnc3n1-c1ccccc1)-c1ccccc1CC21CCCC1	9	-0.5	-28	3	1	20	-0.1	-0.2	56
COc1ccccc1CC(NC(C)=O)C(=O)N1CCN(C(=O)Nc2ccccc2Cl)CC1 (stereo not drawn)	-22	0.7	-3	-5	0	22	0.9	1.3	11
CCOC(=O)C1=C(C)OC(N)=C(C#N)C1c1cc(OC)c2c(c1)OCO2 (stereo not drawn)	1	0.1	-4	-6	2	21	-0.8	-0.4	1
Cc1c(Cl)cccc1NC(=S)NCCN1CCOCC1	-4	0.0	-10	-11	1	-12	0.4	-1.6	19
O=C(CSc1nc(-c2ccco2)cc(C(F)(F)F)n1)NCCc1ccccc1	-14	0.1	13	-21	5	-30	-0.1	0.3	57

Limited to NPY-Y1 PAM-ag and CHOP inh, for two of the compounds above:
| SMILES | NPY-Y1 PAM-ag | CHOP inh |
| --- | --- | --- |
| CCOC(=O)C1=C(C)OC(N)=C(C#N)C1c1cc(OC)c2c(c1)OCO2 (stereo not drawn) | -6 | 1 |
| Cc1c(Cl)cccc1NC(=S)NCCN1CCOCC1 | -11 | 19 |

Next section.
SMILES	NPY-Y2 PAM-ag	TRPN1 ag	S1P4 antagonist	NPY-Y1 PAM-ag	NPY-Y1 antag	EP2 mod	TRPML3 ag	S1P4 agonist	CHOP inh
O=C1CC(C(=O)O)S/C(=N\NC(=O)c2ccc(F)cc2)N1 (stereo not drawn)	-7	-0.7	-14	-17	-4	30	1.0	1.1	16
C/C(=N\NC(=O)COc1ccccc1-c1ccccc1)c1ccccn1	-8	0.8	-13	-14	2	25	0.9	0.7	37
CC(C)(C)CC(C)(C)c1ccc(O)c(CN2CCN(CCC#N)CC2)c1	-12	1.0	-5	-10	7	34	0.3	0.7	73*
CCOc1ccccc1N(CC(=O)Nc1ccccc1C(=O)OC)S(C)(=O)=O	9	-0.1	-7	1	10	3	0.1	1.2	3

Outcome played no part in choosing rows, and some 6.5% of all compounds hit somewhere here.
